ALDH1A1 inh = inhibitors of human aldehyde dehydrogenase 1A1; Potency, µM (highest dose often 75.3 µM), inactives show at the highest dose activity, negative = inhibition, usual class: inhibitors; Purified ALDH1A1, NADH fluorescence, propionaldehyde substrate; P00352; hit rate 7.3% among 220,000; active = well fitted inhibition curve with a large enough effect, not every such curve was filed as active; inconclusive = small, poorly fitted or top-dose-only effect, or another doubt; inactive = no such curve, though single readings can be large or run the other way;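 note: plate controls were no enzyme wells and a reference inhibitor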
Target sequence (P00352 whole entry, looked up): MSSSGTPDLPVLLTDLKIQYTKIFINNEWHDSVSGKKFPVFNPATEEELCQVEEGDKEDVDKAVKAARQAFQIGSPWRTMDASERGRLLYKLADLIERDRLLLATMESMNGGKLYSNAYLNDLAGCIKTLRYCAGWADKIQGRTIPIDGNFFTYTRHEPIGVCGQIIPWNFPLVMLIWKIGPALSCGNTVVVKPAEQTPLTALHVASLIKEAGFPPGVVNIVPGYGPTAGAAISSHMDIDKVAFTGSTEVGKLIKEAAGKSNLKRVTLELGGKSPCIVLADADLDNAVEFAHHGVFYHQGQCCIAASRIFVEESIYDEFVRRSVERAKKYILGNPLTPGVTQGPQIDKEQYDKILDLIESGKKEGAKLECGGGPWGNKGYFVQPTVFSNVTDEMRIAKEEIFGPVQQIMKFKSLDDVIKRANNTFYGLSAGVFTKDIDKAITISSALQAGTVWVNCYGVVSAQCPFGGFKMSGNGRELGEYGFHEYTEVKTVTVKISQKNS
RECQ1 helicase = blocks DNA unwinding by human RECQ1; P46063; RECQ1 DNA unwinding, red fluorescence kinetic read; Potency, µM (series often up to 57.3 µM), for the others: at the top dose activity, negative = inhibition, usual class: inhibitors; hit rate 0.54% among 240,000; AID 2549;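 note: plate controls were vehicle for no effect and no enzyme for full effect; nearly all actives have a fitted effect of over 30% in size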
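50 nM RECQ1T1 preincubated 15 min with compound in Tris pH 8.0 buffer with MgCl2, DTT, Tween-20 and 2.5 ug/ml poly(dI-dC); started with 200 nM TAMRA/BHQ-2 forked duplex and 2 mM ATP. Unwinding read as fluorescence (525/598 nm), two reads 2 h apart.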
SMN2 splice enh = increases expression of the SMN2 splice variant; HEK293 SMN2-luciferase splicing reporter, luminescence, 30-36 h; Potency, µM (doses to about 46.1 µM), for the others: top-dose activity change, positive = activation, actives largely listed as activators; hit rate 2.8% among 210,000; AID 1458; note: % of control where 0% means no effect; nearly all actives have a fitted effect of over 55% in size
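HEK293 cells carry an SMN2 minigene-luciferase reporter in which exon 7 inclusion puts luciferase in frame. Cells were seeded at 2000 cells/well, attached for 10-12 hours, then exposed to compounds for 30-36 hours at 37C before ONE-Glo luminescence.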
Luc counter = Kinase-Glo luciferase inhibition (counter-screen); Kinase-Glo luciferase, ATP luminescence, 8 min; Q27757; hit rate 0.28% among 200,000; Potency, µM (top dose mostly 38.3 µM), for the others: at the top dose activity change, negative = inhibition, hits mostly inhibitors; note: % is set by controls: 0 for no effect and ±100 for the full control effect; nearly all actives have a fitted effect of over 60% in size
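Inhibition of Kinase-Glo luciferase light generation was assessed at 10 uM ATP in pH 7.2 imidazole buffer, with luminescence measured after eight minutes at ambient temperature.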
KDM4E inh = blocks human JMJD2E demethylase activity; JMJD2E catalytic domain, FDH-coupled NADH fluorescence (FDH is formaldehyde dehydrogenase); Potency, µM (titrated, usually from 57.1 µM), for the others: at the top dose activity change, negative = inhibition, actives largely listed as inhibitors; hit rate 1.6% among 230,000; AID 2147; active = well fitted inhibition curve with a large enough effect, not every such curve was filed as active; inconclusive = small, poorly fitted or top-dose-only effect, or another doubt; inactive = no such curve, though single readings can be large or run the other way;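 note: 0% = wells with enzyme and -100% = buffer wells without enzyme; nearly all actives have a fitted effect of over 50% in size; many of its hits are not listed in these tables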
Target sequence (B2RXH2 1-337 limits assumed): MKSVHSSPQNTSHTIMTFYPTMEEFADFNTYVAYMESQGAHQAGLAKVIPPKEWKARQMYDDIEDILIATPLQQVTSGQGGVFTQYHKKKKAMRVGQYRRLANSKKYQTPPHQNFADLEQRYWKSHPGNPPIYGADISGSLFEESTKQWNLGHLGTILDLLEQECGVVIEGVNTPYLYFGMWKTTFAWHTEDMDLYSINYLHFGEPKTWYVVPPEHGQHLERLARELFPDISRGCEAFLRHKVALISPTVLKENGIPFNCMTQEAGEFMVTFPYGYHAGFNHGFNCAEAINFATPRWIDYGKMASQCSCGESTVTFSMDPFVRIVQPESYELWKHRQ
LMNA splice mod = LMNA splicing modulation | HeLa LMNA splicing GFP/RFP minigene ratio, 48 h | Potency, µM (doses to about 46.1 µM), for inactives: at the highest dose ratio change, negative = inhibition, actives largely listed as inhibitors | hit rate 0.01% among 200,000 | AID 1487; active = well fitted inhibition curve with a large enough effect in the signal ratio, with a control signal flat, not every such curve was filed as active; inconclusive = small, poorly fitted or top-dose-only effect, or effect the other way, or a change in a side signal; the % refers to the signal ratio; note: % is set by controls: 0 for no effect and ±100 for the full control effect
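S3 HeLa stable clones carrying a lamin A-EGFP splicing minigene plus DsRed2 were seeded at 600 cells/well in Opti-MEM with 2% FBS, pin-dosed and incubated 48 h at 37°C. Acumen cytometry (488 nm) gave the GFP/RFP total-intensity ratio.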
L3MBTL1 block = inhibitors of human L3MBTL1; AlphaScreen L3MBTL1–H3K9me1 peptide binding; Potency, µM (top dose mostly 57.1 µM), for inactives: at the highest dose activity, negative = inhibition, usual class: inhibitors; hit rate 0.66% among 230,000; AID 485360; note: % is set by controls: 0 for no effect and ±100 for the full control effect; nearly all actives have a fitted effect of over 60% in size
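AlphaScreen proximity signal between nickel-chelate acceptor and streptavidin donor beads (final 10 ug/mL) reports binding of 50 nM L3MBTL1 to 75 nM biotin-H3 K9me1 peptide; complex incubated with compounds 30 min at room temperature; cefsulodin titration as control.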
Tau fibril ThT = blocks human tau fibril formation measured by thioflavin T. P10636. recombinant tau K18 P301L (four-repeat tau fragment), heparin-induced fibrillization, ThT fluorescence. Potency, µM (top dose mostly 57.4 µM), without a hit: top-dose activity, negative = inhibition, usual class: inhibitors. hit rate 2.1% among 270,000. AID 1460; note: % is set by controls: 0 for no effect and ±100 for the full control effect; nearly all actives have a fitted effect of over 55% in size
Target sequence (P10636 561-689 P618L limits assumed): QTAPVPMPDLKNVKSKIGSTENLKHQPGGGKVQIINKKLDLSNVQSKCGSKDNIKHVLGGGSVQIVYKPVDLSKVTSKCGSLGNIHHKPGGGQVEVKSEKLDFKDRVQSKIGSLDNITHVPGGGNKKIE
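Heparin-induced (20 uM) aggregation of recombinant human K18 P301L tau, 15 uM unlabeled with 0.24 uM labeled, pH 7 acetate buffer, 6 hr at 37 C with compound. Fibrils quantified by 30 uM ThT fluorescence after 1 hr ambient incubation.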
An asterisk follows results filed as active; i = inactive; u = inconclusive; x = no result given; & = joins results of further samples; [ ] = dose if it differs, or a comment. Unless noted, calls come from the whole dose curve; as a rule, active = well fitted curve in the direction sought with a large enough effect; inconclusive = small, poorly fitted or top-dose-only effect, or another doubt; inactive = no such curve, though single readings can be large; an effect the other way counts as inactive or inconclusive. Potency is the fitted concentration of half-maximal effect.

Letters – A = ALDH1A1 inh; B = RECQ1 helicase; C = SMN2 splice enh; D = Luc counter; E = KDM4E inh; F = LMNA splice mod; G = L3MBTL1 block; H = Tau fibril ThT
> Cn1c(=O)oc2cc(S(=O)(=O)N3CCOCC3)ccc21
  A = 9%; B = -7%; C = -8%; D = 0%; E = 6%; F = u; G = x; H = 4%

> Cc1cc(C=O)c(C)n1C1CCCCC1
  A = 22µM*; B = 5%; C = 2%; D = 1%; E = -3%; F = -2%; G = x; H = -7%

> N#CC1=C(N)Oc2c(c(=O)oc3ccccc23)C1c1ccccc1OC(=O)c1cccs1 (centres undefined)
  A = 4%; B = 0%; C = -12%; D = 1%; E = u; F = u; G = -1%; H = -19%

> COc1ccccc1CN1CCN(C(=O)Cc2ccccc2)CC1
  A = -12%; B = -5%; C = -6%; D = -2%; E = u; F = 6%; G = 3%; H = -15%

> CCCCC12CNCC(C)(CNC1)C2=O
  A = 4%; B = -2%; C = -5%; D = 3%; E = -3%; F = -7%; G = -4%; H = 1%

> Cc1cc(C)cc(C(=O)OC2CC3CCC(C2)N3C)c1 (centres undefined)
  A = -1%; B = -1%; C = -19%; D = x; E = x; F = x; G = x; H = 9%

> CN(C)C(=O)On1c(-c2ccccc2)nc2ccc(Cl)cc21
  A = 7%; B = -12%; C = 16%; D = -4%; E = 17%; F = -19%; G = x; H = -2%

> Cc1ccc(C(=O)C2(C)N(O)C(C)C(c3cccs3)=[N+]2[O-])cc1 (centres undefined)
  A = 11%; B = -8%; C = -21%; D = 1%; E = 16%; F = -17%; G = 1%; H = -9%

> CN(C[C@H](Cc1ccccc1)N(C[C@H](Cc1ccccc1)N(CCc1cc(C(F)(F)F)cc(C(F)(F)F)c1)N=O)N=O)N=O
  A = -3%; B = u; C = x; D = x; E = 2%; F = x; G = 3%; H = -2%

> OCC[n+]1c2ccccc2nc2ccc(N3CCOCC3)cc21
  A = x; B = 13µM*; C = x; D = x; E = u; F = x; G = u; H = u

> COc1cc([C@H]2c3cc4c(cc3[C@@H](O)[C@@H]3COC(=O)[C@H]23)OCO4)cc(OC)c1OC
  A = -5%[20.9 µM]; B = -1%[25.9 µM]; C = -19%[20.6 µM]; D = 2%[17.1 µM]; E = -4%[25.5 µM]; F = u; G = x; H = x

> CN1CCN(C(=O)O[C@H]2c3nccnc3C(=O)N2c2ccc(Cl)cn2)CC1
  A = -15%; B = -9%; C = x; D = -2%[39.9 µM]; E = x; F = u; G = x; H = -3%

> Cc1ccc2c(c1)c(=O)c1c3n2CCN(CC#N)C3CC1 (centres undefined)
  A = 9%; B = 1%; C = x; D = -1%; E = u; F = 9%[46 µM]; G = 4%; H = -12%

> O=C(Cn1ncc2c3ccccc3n(Cc3ccc(F)cc3)c2c1=O)N1CCC2(CC1)OCCO2
  A = -8%; B = -6%; C = -34%[inhibitor]; D = 2%; E = u; F = u; G = 5%; H = -6%

> Cn1cccc1/C=C1\C(=O)NC(=O)N(Cc2ccccc2Cl)C1=O
  A = -1%; B = u; C = -3%; D = 2%; E = -2%; F = x; G = x; H = u

> CC(=O)c1c(O)n(C)c(=S)n(-c2ccccc2)c1=O
  A = 5%; B = -7%; C = -14%; D = -1%; E = 4%; F = -1%; G = 11%; H = -10%

> Cc1c(C(c2ccc(Cl)cc2Cl)c2c(O)c3ccccc3oc2=O)c(=O)n(-c2ccccc2)n1C (centres undefined)
  A = 4%; B = -4%; C = 5%&-7%; D = 5%; E = 4%; F = x; G = x; H = -14%&-3%

> CC(C)OC(=O)Nc1cccc(Cl)c1
  A = -1%; B = -4%; C = -2%; D = -3%; E = 3%; F = -4%; G = x; H = -8%

> COC1CC(OC2CC[C@@]3(C=O)C4CC[C@]5(C)C(C6=CC(=O)OC6)CC[C@@]5(O)C4CC[C@]3(O)C2)OC(C)C1O (some centres undefined)
  A = 9%; B = -1%; C = -96%[inhibitor]; D = 3%; E = 5%; F = x; G = x; H = -6%

> O=C(Nc1nc2nc(-c3ccccc3)cc(=O)n2[nH]1)c1ccccc1
  A = u; B = -7%; C = 8%; D = -4%; E = 5%; F = -3%; G = x; H = -4%

> CC(C)Oc1ccc(C2C(C#N)=C(N)Oc3c2c(=O)oc2ccccc32)cc1 (centres undefined)
  A = u; B = -13%; C = -8%; D = 0%; E = u; F = -5%; G = -6%; H = -11%

> N#Cc1ccc(CN2CC[C@@]3(CCCN(C(=O)Oc4ccccc4)C3)C2)cc1
  A = -5%; B = -13%; C = -19%; D = 0%; E = x; F = x; G = x; H = x

> CC(N)Cc1c[nH]c2cc3c(cc12)OCCO3 (centres undefined)
  A = u; B = -4%; C = 6%; D = -3%; E = -28%; F = -13%; G = -5%; H = u

> Cc1cccc(OC(=O)N2CCOCC2)c1
  A = 8%; B = i; C = 0%; D = -1%; E = 5%; F = 14%; G = 12%; H = 1%

> O=[N+]([O-])c1ccc(C2C3C(c4ccccc4)=NC4(CCCC4)N32)cc1 (centres undefined)
  A = 4%; B = 0%; C = -19%; D = 2%; E = 1%; F = u; G = -9%; H = -8%

> OCc1cnc[nH]1
  A = 1%&-4%; B = u; C = -16%&20%; D = 0%&-1%; E = u; F = -4%&-12%; G = 4%; H = -10%&-5%

> C/C=C/C(=O)OCC(=O)Nc1ccc(OC)c(Cl)c1
  A = 7%; B = -8%; C = 10%; D = 1%; E = 8%; F = u; G = 5%; H = -3%

> OC(c1cccc(Cl)c1)(c1cccc(Cl)c1)C1CN2CCC1CC2 (centres undefined)
  A = 6%; B = 22%; C = x; D = -3%; E = 0%; F = x; G = 40%[activator]; H = 6%

> CN1CCN(c2ccc([N+](=O)[O-])c3cccnc23)CC1
  A = 3%; B = -7%; C = -8%; D = -4%; E = -3%; F = 1%; G = -3%; H = -19%

> CCOP(=O)(C#CC(C)(C)C)C(C)(O)c1ccccc1 (centres undefined)
  A = 7%; B = -4%; C = -13%; D = -4%; E = -6%; F = -1%; G = -2%; H = -1%

Grouped by structure: the entries above with fluorine (2)
Letters – A = ALDH1A1 inh; B = RECQ1 helicase; C = SMN2 splice enh; D = Luc counter; E = KDM4E inh; F = LMNA splice mod; G = L3MBTL1 block; H = Tau fibril ThT
> CN(C[C@H](Cc1ccccc1)N(C[C@H](Cc1ccccc1)N(CCc1cc(C(F)(F)F)cc(C(F)(F)F)c1)N=O)N=O)N=O
  A = -3%; B = u; C = x; D = x; E = 2%; F = x; G = 3%; H = -2%

> O=C(Cn1ncc2c3ccccc3n(Cc3ccc(F)cc3)c2c1=O)N1CCC2(CC1)OCCO2
  A = -8%; B = -6%; C = -34%[inhibitor]; D = 2%; E = u; F = u; G = 5%; H = -6%

(listing goes on)
Letters – A = ALDH1A1 inh; B = RECQ1 helicase; C = SMN2 splice enh; D = Luc counter; E = KDM4E inh; F = LMNA splice mod; G = L3MBTL1 block; H = Tau fibril ThT
> N#CCCn1cc(C(=O)Nc2ccccc2Br)c(-c2ccc3c(c2)OCCO3)n1
  A = 13%; B = -15%; C = 1%; D = -2%; E = -6%; F = 3%; G = 0%; H = -10%

> CC(C)C1(C)N=C(c2nc3ccccc3cc2C(=O)O)NC1=O (centres undefined)
  A = 5%; B = -8%; C = u; D = -2%; E = -5%; F = 8%; G = x; H = -6%

> Cc1ccc(-n2cc(CNC(C)Cc3cnccn3)c(-c3cccc(C)c3)n2)cc1 (centres undefined)
  A = 9%; B = i; C = x; D = 1%; E = -2%; F = x; G = 37%[activator]; H = -16%

> CN(C)N=O
  A = u; B = -1%; C = 5%; D = x; E = x; F = x; G = -1%; H = x

> [O-]C1=N/[N+](=C/c2ccc(Cl)cc2)CC1
  A = u; B = i; C = 14%; D = -6%; E = 12%; F = 2%; G = x; H = u

> Cc1nc2sc3c(c2c(=O)n1NC(=O)CCl)CCCC3
  A = u; B = i; C = x; D = 5%; E = 6%; F = 2%[46 µM]; G = 2%; H = -3%

> c1cc(Cc2cnc[nH]2)ccn1
  A = 2%; B = -6%&-2%; C = u; D = 1%; E = -5%; F = x; G = x; H = u

> CN1CCN(c2ccc(NC(=O)Oc3ccccc3)cc2)CC1
  A = 2%; B = i; C = 12%; D = -2%; E = -3%; F = 9%; G = x; H = -19%

> CCOC(=O)CSc1ncnc2c1cnn2-c1ccc(C)cc1C
  A = -1%; B = -3%; C = -6%; D = 1%; E = 4%; F = 6%[46 µM]; G = 40%[activator]; H = -15%

> CC1=C2CCC3C4CCC(=O)[C@@]4(C)CCC3[C@]2(C)CCC1=O (some centres undefined)
  A = 0%; B = -3%; C = -4%; D = 1%; E = 4%; F = x; G = x; H = -4%

> CN[C@@H](Cc1c[nH]c2ccccc12)C(=O)O
  A = -5%; B = -3%; C = x; D = 0%; E = u; F = x; G = x; H = -7%

> CCNC(=O)[C@H]1O[C@@H](n2cnc3c(N)ncnc32)[C@H](O)[C@H]1O
  A = 7%; B = -2%; C = 1%; D = -1%; E = 3%; F = u; G = x; H = 4%

> Cc1cccc2c1=NC(=O)/C(=C/c1c(O)[nH]c(=O)[nH]c1=O)C=2
  A = 0.5µM*; B = -2%; C = 13%; D = 1%; E = u; F = -4%; G = -4%; H = u

> CCOC(=O)Cn1cc(C(=O)c2ccccc2F)c2ccccc21
  A = u; B = -1%; C = -2%; D = -5%; E = 3%; F = 5%; G = 2%; H = 3%

> CCOC(=O)c1c(C)n(Cc2ccccc2)c2ccc(O)cc12
  A = -9%; B = -22%; C = x; D = 0%; E = u; F = u; G = -23%; H = -20%

> COC(=O)C(O)(c1cn(C)c2ccccc12)C(F)(F)F (centres undefined)
  A = 6%; B = 11%; C = -10%; D = 0%; E = -7%; F = 1%; G = 8%; H = -6%

> CCC(C)n1c(O)c(/C=N/NC(=O)c2ccncc2)c(=O)[nH]c1=S (centres undefined)
  A = -5%; B = -4%; C = 8%; D = 1%; E = u; F = 0%; G = -9%; H = u

> N#Cc1cc2c(nc1SCC(=O)Nc1cc(Cl)ccc1Cl)C1CCN2CC1
  A = u; B = -5%; C = -12%; D = -1%; E = u; F = 4%; G = 44%[activator]; H = -18%

Compound activity (PubChem BioAssay)

Some of the compounds tested. The share of hits here may be higher or lower than overall.
